# MITF primary: human MITF inhibition, primary screen | O75030 | AlphaScreen MITF homodimerization, bead proximity signal | inhibition, % at 2.6 µM | hit rate 0.91% among 650,000 | AID 1259374; in the data active = inhibition above about 50%;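 note: 0% = vehicle wells with protein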
# Target sequence (O75030 whole entry, looked up): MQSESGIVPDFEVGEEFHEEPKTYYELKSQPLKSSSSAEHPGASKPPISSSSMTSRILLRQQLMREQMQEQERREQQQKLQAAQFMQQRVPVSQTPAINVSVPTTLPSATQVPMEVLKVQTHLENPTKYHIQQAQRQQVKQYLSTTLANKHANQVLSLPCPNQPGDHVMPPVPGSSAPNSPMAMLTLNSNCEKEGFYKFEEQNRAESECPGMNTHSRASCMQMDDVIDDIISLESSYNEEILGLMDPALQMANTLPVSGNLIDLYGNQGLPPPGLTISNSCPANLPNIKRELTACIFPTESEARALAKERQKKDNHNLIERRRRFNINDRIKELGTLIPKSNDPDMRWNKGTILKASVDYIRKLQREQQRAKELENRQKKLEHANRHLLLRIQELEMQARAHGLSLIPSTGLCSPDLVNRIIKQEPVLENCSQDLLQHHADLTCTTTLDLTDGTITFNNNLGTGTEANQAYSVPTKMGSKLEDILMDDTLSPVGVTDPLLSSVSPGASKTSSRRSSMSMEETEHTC
# TEAD-YAP inh: TEAD-YAP interaction inhibition | hit rate 1.4% among 640,000 | inhibition, % at 9.12 µM | HEK-TIYL cells, TEAD-Gal4/YAP UAS-luciferase luminescence; in the data active = inhibition above about 32%;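 note: 0% = median of test compound wells and 100% = reference inhibitor wells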
# FBW7 activator: activators of human E3 ligase FBW7; normalized activity (activation), % at 26.1 µM; AlphaScreen FBW7–phospho-cyclin E peptide binding, activator screen; hit rate 0.13% among 650,000; Q969H0; in the data active = normalized activity above about 1.9%;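 note: purified mutant Fbw7 with reduced substrate affinity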
# GPR151 activ: activates the human receptor GPR151; PathHunter beta-arrestin GPR151 cells, luminescence; hit rate 1% among 650,000; Q8TDV0; activation, % at 11.2 µM; in the data active = activation above about 4.9%;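 note: 0% = median of compound wells and 100% = cells with positive control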
# Target sequence (Q8TDV0 whole entry, looked up): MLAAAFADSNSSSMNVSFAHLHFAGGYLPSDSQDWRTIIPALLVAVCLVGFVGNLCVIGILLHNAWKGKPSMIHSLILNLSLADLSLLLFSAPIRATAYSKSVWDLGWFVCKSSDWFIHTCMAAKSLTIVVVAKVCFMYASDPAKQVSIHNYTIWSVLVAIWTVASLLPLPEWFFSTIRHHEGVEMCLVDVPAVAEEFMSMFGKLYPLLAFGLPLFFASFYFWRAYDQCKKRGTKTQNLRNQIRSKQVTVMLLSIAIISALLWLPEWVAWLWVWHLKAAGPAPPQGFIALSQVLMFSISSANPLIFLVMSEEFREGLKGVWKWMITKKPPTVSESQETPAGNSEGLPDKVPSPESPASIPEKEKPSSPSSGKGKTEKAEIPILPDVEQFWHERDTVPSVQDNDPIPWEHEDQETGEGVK
# Numbers without * were called inactive.
# Values run as follows: MITF primary, TEAD-YAP inh, FBW7 activator, GPR151 activ
CCOC(=O)/C(N=Nc1ccccc1)=C(/O)c1ccccc1
→ 4, -11, 0.1, 1.7
COc1cc(/C=c2/sc3nc4cc(C)c(C)cc4n3c2=O)ccc1OC(C)=O
→ 17, 7, 0.1, -0.6
C=CCN1C(=O)C2C3c4ccccc4C(c4ccccc43)C2C1=O (centres undefined)
→ 9, 3, 0.1, -1.5
CN1CCN(C(=O)c2ccc(N3CC4CC(C3)c3cccc(=O)n3C4)c(NC(=O)c3ccc(F)cc3)c2)CC1 (centres undefined)
→ 1, -6, -0.1, 0.0
O=C(CSc1nnnn1C1CCCCC1)NCc1cccc(C(=O)O)c1
→ -3, 5, 0.2, 3.2
CCOC(=O)c1ccc(NC(=O)CSc2nc3[nH]ncc3c(=O)[nH]2)cc1
→ 5, 11, 0.1, 0.9
COCC(C)NC(=O)c1cc(C(=O)OC)cc([N+](=O)[O-])c1 (centres undefined)
→ -3, 3, -0.2, 1.2
CCCN(CCC)S(=O)(=O)c1ccc(Br)c2nsnc12
→ 12, -8, -0.2, -0.3
COc1ccccc1NC(=O)C(=O)NCC1CCCN1S(=O)(=O)c1cc(C)ccc1C (centres undefined)
→ -11, 1, -0.1, -1.9
NC(=S)N/N=C/c1c2ccccc2cc2ccccc12
→ 4, 13, 0.7, -0.6
Cc1ccc2c(c1)N(CC(=O)NCCC(C)C)C(=O)CO2
→ -6, -15, -0.1, -0.9
Nn1c(-c2ccc(Br)cc2)nc2ccccc2c1=O
→ 3, 1, -0.1, -0.1
O=C(NCc1nnc2n1CCN(C(=O)CCC1CCCC1)CC2)C1CCOC1 (centres undefined)
→ -10, 0, 0.0, -0.2
O=C1Nc2ccccc2O/C1=C\c1ccccc1Br
→ 3, -1, -0.1, 0.0
O=C(Nc1c2c(nn1-c1cccc(Cl)c1)CS(=O)C2)c1cccc(Br)c1 (centres undefined)
→ 5, 7, 0.0, 0.8
Cc1ccnc(N2C(=O)c3ccc([N+](=O)[O-])cc3C2=O)c1
→ -6, 3, 0.2, 1.0
O=C(CSc1nc2ccccc2c(=O)n1NC(=O)c1ccccc1)c1ccc(F)cc1
→ 0, 9, 0.1, -1.9
Clc1nc2ncccc2nc1-c1ccccc1
→ -7, 41*, 0.0, 0.6
Nc1nonc1-c1nc2ccccc2n1CC(=O)Nc1ccc(Cl)c(Cl)c1
→ 4, -5, 0.1, 0.4
COc1ccc(-c2noc(COc3ccc(Cl)cc3)n2)cc1OC
→ 14, 5, 0.4, -1.0
COc1ccc(Nc2nn3c(=O)c4ccccc4nc3s2)c(OC)c1
→ -10, 6, 0.0, 1.6
c1ccc(CNn2c(N3CCOCC3)nc3ccccc32)cc1
→ -6, -9, -0.1, 0.7
CCCN1CNC(=S)N(c2ccc(C)cc2)C1
→ 8, 7, 0.0, 4.9
CC(NC(=O)CN1CCN(Cc2ccc(F)cc2)C1=O)c1ccccc1 (centres undefined)
→ 6, -1, -0.1, 1.5
Cc1ccc(C(=O)NC(=S)Nc2sc3c(c2C(N)=O)CCCC3)cc1
→ 9, 8, 0.1, 1.7
O=C(Nc1nnc(C23CC4CC(CC(C4)C2)C3)s1)c1ccccc1F
→ -4, 12, 0.0, 2.2
CCOc1ccccc1N/C(C)=C/C(=O)c1ccccc1
→ 19, 15, 0.4, 0.4
Nc1nccc(-c2cc(F)c3nc(C4COc5ccc(C(=O)NC6CCCC6)cc5C4)[nH]c3c2)n1 (centres undefined)
→ 12, 18, -0.2, -0.6
COc1ccc(NC(=O)Nc2ccccc2C(=O)N2CCCC2)cc1
→ -3, -13, -0.3, -2.0
CC(C)(C)n1nnnc1C(c1ccncc1)N1CCN(C2CCCCC2)CC1 (centres undefined)
→ 9, -26, 0.1, -3.0
COc1cc(C2C(C(=O)OCCc3ccccc3)=C(C)NC3=C2C(=O)CC(c2ccccc2)C3)cc(Br)c1O (centres undefined)
→ 0, 8, -0.3, 0.6
COc1ccc(Cl)cc1NC(=O)C(=O)NC1CC1
→ -8, 10, 0.2, 1.2
COc1ccc(-c2cc(-c3ccccc3)nc(SCCOc3ccccc3)c2C#N)cc1
→ -6, 12, -0.1, 1.7
O=C(Nc1cc(C(F)(F)F)ccc1N1CCOCC1)c1ccc([N+](=O)[O-])o1
→ 4, -7, -0.4, 0.8
O=C(CCC(=O)N1CCSc2ccccc21)NCCN1CCOCC1
→ 13, 2, 0.0, 0.4
CCOc1ccc(-n2cccc2C=O)cc1
→ 22, -13, 0.0, 0.0
Cc1cc(C)c(C(=O)/C=C/c2ccncc2)c(=O)[nH]1
→ -13, 32, 0.1, -0.2
CC(C)(C)c1ccc(CNc2cc(Cl)ccc2[N+](=O)[O-])cc1
→ 15, 2, 0.0, 0.1
CCN1CCN(Cc2nc3c(c(=O)n(C)c(=O)n3C)n2Cc2ccccc2)CC1
→ 12, -7, 0.0, 0.0
COC(=O)c1ccccc1NC(=O)c1cc(I)ccc1Cl
→ 14, -5, 0.6, -0.4
Cc1ccc(-n2ncc3c(=O)n(CC(=O)Nc4ccc(Cl)cc4)cnc32)cc1
→ 10, 9, 0.3, 3.1
Cc1nc(N2CCC(C(=O)N(C)C(C)C)CC2)nc2cc3c(cc12)CCC3
→ 9, -2, 0.3, -0.9
O=C(Nc1ccc(O)cc1)Nc1ccc(O)c(-c2nc3ccccc3s2)c1
→ 4, -8, 0.0, -1.6
CCOC(=O)N1N=C(c2ccc(C)cc2)CC1(O)C(F)(F)F (centres undefined)
→ 2, -8, 0.1, 0.1
Cc1ccc2c(Cl)cc(Cl)c(OCC(=O)NNC(=O)c3cccs3)c2n1
→ 12, 2, 0.1, 1.9
COc1ccc(OC)c(CNC2CCCCCC2)c1
→ 28, 11, -0.1, 1.6
CCN1/C(=C/c2ccc3ccccc3[n+]2CC)Sc2ccc(Br)cc21
→ 16, 71*, -0.5, 1.1
CCC(C)NC(=O)CNC(=S)N(Cc1ccccc1F)C1CCCCC1 (centres undefined)
→ -1, -4, 0.0, 1.3
CC(=O)c1ccccc1-c1ccc2c(c1)CC(CNC(=O)C1CCN(C(C)=O)CC1)O2 (centres undefined)
→ -6, 8, 0.2, 0.4
COc1ccccc1NC(=S)N(CCCN1CCCCCC1)Cc1ccco1
→ -3, 17, -0.2, 3.1
CC(C)CCN1CC[C@@H]2[C@H](CCCN2C(=O)c2cccc(Cn3cccn3)c2)C1
→ 1, -22, 0.0, -0.9
O=C(O)CCNC(=O)c1ccc(C(F)(F)F)cc1
→ 1, -4, 0.1, 0.7
O=C(CCC(=O)c1ccc2c(c1)OCCO2)OCC(=O)c1ccc([N+](=O)[O-])cc1
→ 18, -11, 0.2, -0.3
Cc1cc(C)n(CC(=O)NCCn2nnn(-c3ccccc3)c2=O)n1
→ 2, 3, 0.1, -0.8
COC(=O)c1ccc(CN(c2ccccn2)S(=O)(=O)c2ccccc2)cc1
→ 28, 13, 0.2, 7.3*
Cc1[nH]c(=O)[nH]c(=O)c1S(=O)(=O)NCc1ccc2c(c1)OCO2
→ 11, -4, -0.1, -0.6
COc1ccc(C(=O)Cn2c(=O)c(CCC(=O)O)nn3c4ccccc4nc23)cc1OC
→ 5, -5, 0.1, 0.9
O=C(Nc1cccc(C(F)(F)F)c1)c1ccc2c(=O)n(Cc3ccccc3)c(=S)[nH]c2c1
→ 12, -1, 0.0, -0.2
C/C(=N\NC(=O)c1cccc(Br)c1)c1ccccn1
→ 15, -32, 0.0, -0.7
CCOC(=O)c1nc(Cl)c(Cl)c(Nc2ccc(F)cc2)c1Cl
→ -8, -16, 0.4, 0.7

# Next part:
# Values run as follows: MITF primary, TEAD-YAP inh, FBW7 activator, GPR151 activ
NS(=O)(=O)c1ccc(Nc2nc(-c3ccc(Cl)cc3Cl)cs2)cc1
→ -9, 2, 0.4, 0.1
CC(=O)N1CCN(c2ccc(NC(=O)c3ccc4ccccc4c3)cc2)CC1
→ 4, -21, 0.0, -0.2
Cc1cc(C)n2c(SCC(=O)NC(=O)NC(C)(C)C)nnc2n1
→ 1, 7, -0.1, 5.5*
O=C(Nc1ccccc1F)c1ccc(I)cc1
→ 18, -37, -0.1, -0.8
Cc1ccc2[nH]c(=O)c(CN(CC3COCCO3)C(=O)Nc3ccc(Cl)cc3)cc2c1 (centres undefined)
→ 8, -12, 0.0, -0.2
CCOc1cc(C=C2C(=O)NC(=O)NC2=O)cc(Cl)c1OCc1cccc(F)c1
→ -7, -1, -0.8, -0.9
CC1CCCCN1C(=O)Cn1cc(C#N)c2ccccc21 (centres undefined)
→ -3, 3, -1.2, -0.8
CCCCOC(=O)CSC1=C(C#N)C(c2ccccc2Cl)C(C#N)C(=O)N1 (centres undefined)
→ 5, -10, -0.1, 1.6
COc1cc(C)c(C)cc1S(=O)(=O)N(Cc1cccn1C)C1CC1
→ 9, -2, -0.4, -0.4
CC(C)NC(=O)CN(Cc1ccccc1)S(=O)(=O)c1ccc(Cl)cc1
→ 9, 8, 0.3, -0.3
CCOc1ccc(-c2cc(C(=O)N/N=C/c3ccc(O)cc3)[nH]n2)cc1OC
→ -3, -19, 0.0, -1.4
COC(=O)CN(C)C(=O)C12CCC(C)(C(=O)O1)C2(C)C (centres undefined)
→ 5, 0, 0.3, 0.6
Cc1nc2c(C(=O)NC(C)C)cnn2c(C)c1Cc1c(F)cccc1Cl
→ -1, 8, -0.1, 0.7
Cc1ccc(-n2ncc3c(NC4CCCC4)ncnc32)cc1
→ -8, 37*, 0.2, -1.0
CC(C)[C@@H]1NC(=O)[C@H]2CN(C(=O)OCc3ccccc3)CCN2C1=O
→ 1, 9, 0.3, 1.1
CCN(CC)CCCn1c(SC(C(=O)NCc2ccccc2)C(=O)NCc2ccccc2)nc2ccccc2c1=O
→ 0, 5, 0.0, -0.7
Cc1cccc(NS(=O)(=O)c2ccc3c(c2)CCN3C(=O)CCC(=O)O)c1
→ -28, 2, 0.7, -1.5
CCCCCCNC(=O)c1cc(S(=O)(=O)N2CCc3ccccc32)ccc1F
→ 13, 16, 0.3, -0.8
CCN(CC)C(=O)C1CCCN(Cc2c(Cl)cccc2Cl)C1 (centres undefined)
→ 11, 8, -0.2, -0.5
CSc1cc(C)c2c(c1)COC1(CCN(C(=O)CC3(CC(=O)O)CCCC3)CC1)O2
→ 3, -5, -0.1, 0.2
CN(C)C(=O)CSc1nnc(-c2cccs2)n1-c1ccccc1
→ -3, 3, 0.1, -0.2
CSc1ccccc1NC(=O)c1nn2c(c1Br)NC(c1ccc(Br)cc1)CC2C(F)(F)F (centres undefined)
→ 0, 6, -0.1, 0.4
COc1ccc(C)c2sc(N(CCN3CCOCC3)C(=O)c3nc4ccccc4s3)nc12
→ 1, 0, 0.0, 0.0
O=C(CNS(=O)(=O)c1ccc(Br)cc1)Nc1ccc(Cl)cc1Cl
→ 8, 0, 0.0, 2.8
Cc1nnc(SCC(=O)Nc2ccc(Br)cn2)[nH]c1=O
→ 18, -14, 0.5, -0.2
OCCC1CN(Cc2ccc3nsnc3c2)CCN1Cc1ccc(F)cc1 (centres undefined)
→ 0, -13, 0.0, 0.9
Cn1c2c(c(=O)n(C)c1=O)C(c1ccccc1)C1=C(N2)c2ccccc2C1=O (centres undefined)
→ 29, 2, 0.3, -0.5
O=C(NCc1ccccc1)NC1(C(F)(F)F)Oc2ccc(Cl)cc2O1 (centres undefined)
→ 10, -11, 0.0, -0.7
CN1C(=O)c2ccccc2C(C(=O)NC2CCCCC2)C1c1cccs1 (centres undefined)
→ 1, -5, 0.0, 0.9
Cc1ccc(/C(O)=C2/C(=O)C(=O)N(CCCn3ccnc3)C2c2ccc(Cl)cc2)cc1 (centres undefined)
→ 2, 4, -0.1, -1.8

# At a glance, part of the list above:
# Values run as follows: MITF primary, TEAD-YAP inh, FBW7 activator, GPR151 activ
COC(=O)CN(C)C(=O)C12CCC(C)(C(=O)O1)C2(C)C (centres undefined)
→ 5, 0, 0.3, 0.6
Cc1nc2c(C(=O)NC(C)C)cnn2c(C)c1Cc1c(F)cccc1Cl
→ -1, 8, -0.1, 0.7
Cc1ccc(-n2ncc3c(NC4CCCC4)ncnc32)cc1
→ -8, 37*, 0.2, -1.0
CC(C)[C@@H]1NC(=O)[C@H]2CN(C(=O)OCc3ccccc3)CCN2C1=O
→ 1, 9, 0.3, 1.1
CCN(CC)CCCn1c(SC(C(=O)NCc2ccccc2)C(=O)NCc2ccccc2)nc2ccccc2c1=O
→ 0, 5, 0.0, -0.7
Cc1cccc(NS(=O)(=O)c2ccc3c(c2)CCN3C(=O)CCC(=O)O)c1
→ -28, 2, 0.7, -1.5

# Next section.
# Values run as follows: MITF primary, TEAD-YAP inh, FBW7 activator, GPR151 activ
CCCSc1ncc(Cl)c(C(=O)Nc2ccc(OC)cc2)n1
→ 3, -1, -0.1, 1.9
Cc1ccc(NC(=O)CN2C(=O)c3ccccc3S/C2=C\C#N)cc1C
→ 6, -7, 0.2, 0.2
COc1cc(/C=N/O)cc(I)c1OCc1ccc([N+](=O)[O-])cc1
→ 17, -4, 0.7, -0.2
O=C(c1ccc(-n2cnnn2)cc1)N1CCCc2ccccc21
→ -10, 0, -0.2, 5.0*
Cc1ccc(N2CCN(c3c4c(c(C#N)c5nc6ccccc6n35)CCC4)CC2)cc1
→ 7, 11, -0.1, 0.2
COc1cccc(Cn2cc3c(-c4ccccc4)nnc-3c3cc(OC)c(OC)cc32)c1
→ 10, -6, 0.0, 3.9
Cc1ccc(S(=O)(=O)NCCNS(=O)(=O)c2ccc(C)cc2)cc1
→ 4, -3, 0.0, 0.8
O=C(O)CCC(=O)N1CCc2cc(F)ccc21
→ -5, 7, 0.0, -1.5
NN1C(=O)c2cccc3c([N+](=O)[O-])ccc(c23)C1=O
→ 5, 9, -0.1, -0.4
Clc1ccc(-c2nn3c(C4COc5ccccc5O4)nnc3s2)cc1 (centres undefined)
→ -2, -9, -0.2, -0.7
COc1ccc2c(c1OC)C(=O)OC2CC(=O)c1ccc(N(C)C)cc1 (centres undefined)
→ 0, -3, -0.1, 3.5

# Rows are unselected; about 3.4% have a hit in one of these screens.
